Compound activity deposited in PubChem by several laboratories.
MCL1 BIM primary – MCL1-BIM-BH3 interaction inhibition (human) | Q07820 | GST-MCL1 / FITC-Bim-BH3 fluorescence polarization | inhibition, % at 10.9 µM | hit rate 0.68% among 320,000 | AID 2057;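 active means inhibition above the mean inhibition of all tested compounds plus 3 SD, set per campaign, cut at about 40% in these data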;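 further: 0% = DMSO wells and 100% = unlabeled Bim-BH3 peptide control; higher means more loss of mP so more displacement of Bim peptide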
GLD-1 TGE inh – GLD-1-TGE RNA interaction inhibition (C. elegans); Q17339; purified GLD-1 + fluorescein TGE RNA, fluorescence polarization; inhibition, % at 5.96 µM; hit rate 0.44% among 320,000; AID 2280;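 active means percent inhibition above a per-plate cutoff, the plate mean of test compounds plus 3 SD, cut at about 30% in these data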;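 further: 0% = DMSO wells with GLD-1 and probe and 100% = wells lacking GLD-1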
GSTO1 inh – GSTO1 inhibition, counter-screen for RBBP9 inhibitors; P78417; recombinant GSTO1, activity-based probe fluorescence polarization; inhibition, % at 5.96 µM; hit rate 1.1% among 300,000; AID 1974;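 active means inhibition above the campaign mean inhibition plus 3 SD, cut at about 35% in these data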;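 further: 0% = GSTO1-1 with DMSO and 100% = wells lacking GSTO1-1 enzyme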
Fam108B inh – blocks mouse Fam108B hydrolase in RBBP9 counter-screen; recombinant Fam108B, FP-Rh probe fluorescence polarization; inhibition, % at 9.51 µM; hit rate 0.33% among 300,000; AID 1947;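 active means inhibition above the screen mean inhibition plus 3 SD, computed separately per campaign, cut at about 18% in these data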;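 further: inhibitors lower polarization as less probe binds the enzyme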
PME-1 inh – blocks human protein phosphatase methylesterase 1; AID 2130; inhibition, % at 5.9 µM; hit rate 0.53% among 320,000; recombinant PME-1, FP-Rh probe fluorescence polarization; Q9Y570;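 active means inhibition above the campaign mean of all compounds plus 3 SD, cut at about 26% in these data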;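 further: competitive labeling of PME-1 active site by serine hydrolase directed probe; 0% = PME-1 with DMSO and 100% = wells lacking PME-1 enzyme; inhibitors block probe labeling so polarization falls and inhibition rises; many of its hits are not listed in these tables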
Target sequence (Q9Y570 whole entry, looked up): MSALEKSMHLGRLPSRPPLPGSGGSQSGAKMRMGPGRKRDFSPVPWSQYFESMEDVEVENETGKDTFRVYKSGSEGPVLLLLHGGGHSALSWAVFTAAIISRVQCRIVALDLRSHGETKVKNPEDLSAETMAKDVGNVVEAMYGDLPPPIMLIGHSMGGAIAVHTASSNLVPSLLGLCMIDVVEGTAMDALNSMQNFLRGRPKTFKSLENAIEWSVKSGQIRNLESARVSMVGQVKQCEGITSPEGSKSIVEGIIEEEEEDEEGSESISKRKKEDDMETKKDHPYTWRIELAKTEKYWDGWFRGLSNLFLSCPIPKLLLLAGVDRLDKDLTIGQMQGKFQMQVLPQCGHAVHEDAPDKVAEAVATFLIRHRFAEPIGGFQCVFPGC
PAD4 FP inh – inhibitors of human PAD4; recombinant PAD4, RCA probe fluorescence polarization; AID 485272; hit rate 0.41% among 330,000; inhibition, % at 6.36 µM;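 active means percent inhibition above a cutoff equal to the mean of all tested compounds plus 3 SD, cut at about 15% in these data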;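 further: 0% = PAD4 with RCA probe and DMSO and 100% = probe without PAD4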
Target sequence (Q9UM07 whole entry, looked up): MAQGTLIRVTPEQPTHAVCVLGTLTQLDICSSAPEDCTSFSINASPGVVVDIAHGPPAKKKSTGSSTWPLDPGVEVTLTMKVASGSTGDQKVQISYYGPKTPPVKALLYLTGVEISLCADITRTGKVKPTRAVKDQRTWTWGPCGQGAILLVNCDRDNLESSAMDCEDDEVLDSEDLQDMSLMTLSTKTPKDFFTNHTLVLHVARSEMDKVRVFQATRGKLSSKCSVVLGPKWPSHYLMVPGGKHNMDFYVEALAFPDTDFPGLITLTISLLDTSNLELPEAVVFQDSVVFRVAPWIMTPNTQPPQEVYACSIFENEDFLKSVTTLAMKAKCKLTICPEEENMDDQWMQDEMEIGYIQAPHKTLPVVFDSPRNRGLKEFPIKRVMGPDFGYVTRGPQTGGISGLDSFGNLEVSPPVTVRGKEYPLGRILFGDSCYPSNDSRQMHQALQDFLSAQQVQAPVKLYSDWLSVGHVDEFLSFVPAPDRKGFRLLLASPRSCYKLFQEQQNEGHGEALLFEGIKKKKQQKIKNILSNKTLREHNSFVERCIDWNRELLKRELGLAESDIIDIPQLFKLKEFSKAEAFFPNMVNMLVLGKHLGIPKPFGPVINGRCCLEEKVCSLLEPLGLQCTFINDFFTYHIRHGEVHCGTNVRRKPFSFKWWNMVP
MEX-5 binding – C. elegans MEX-5 TCR-2 RNA binding activity; Q9XUB2; MEX-5/FITC-TCR2 RNA binding, fluorescence polarization; hits give low values; activity score (negative = inhibition of binding), % at 10 µM; hit rate 0.38% among 300,000; AID 1832;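 active means inhibition past about -25% in most replicates, and total fluorescence under double the plate's negative control median, limit read from the data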;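 further: 0% = DMSO and -100% = 5 µM competing unlabeled TCR2 RNA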
TPT1 inh – inhibitors of Candida albicans tRNA 2'-phosphotransferase TPT1. recombinant caTPT1, FP RNA substrate dephosphorylation. inhibition, % at 5 µM. hit rate 0.81% among 300,000. AID 1962;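 active means inhibition above the mean of all tested compounds plus 3 SD, set per screening campaign, cut at about 24% in these data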;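 further: plate controls were DMSO alone for no effect and ferristatin control at 100 nM for full effect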
Bcl-xL primary – inhibitors of human Bcl-xL; GST-Bcl-xL / FITC-Bim BH3 peptide fluorescence polarization; inhibition, % at 10.9 µM; AID 2129; hit rate 0.7% among 320,000; Q07817;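 active means inhibition above the mean of all tested compounds plus 3 SD, cutoff set per campaign, cut at about 30% in these data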;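 further: 0% = DMSO wells and 100% = unlabeled Bim-BH3 peptide competitor; inhibitors lower millipolarization by displacing the labeled peptide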
* marks the source's active call; other numbers are inactive results; nt = no result given. A portion of the library, so the mix of outcomes need not match the whole.

Values in the order: GSTO1 inh	Bcl-xL primary	MEX-5 binding	PME-1 inh	PAD4 FP inh	MCL1 BIM primary	Fam108B inh	GLD-1 TGE inh	TPT1 inh
CC(C)Cn1c2c(c(O)c(C(=O)Nn3c(Cc4ccccc4)nc4ccccc4c3=O)c1=O)CCCC2
→ 8.4	1.8	-1.0	-3.3	-5.5	3.1	-2.2	-2.3	-4.8
Cc1ccc(S(=O)(=O)Nc2ccc(NC(=O)c3ccc(F)cc3)cc2)cc1
→ -0.4	7.7	0.9	-2.0	-0.2	2.3	-2.4	1.9	-4.4
Cc1ccc(Nc2nc3ccccc3c(=O)[nH]2)cc1C
→ 0.8	0.3	-1.9	-11.1	-5.8	1.8	0.3	5.0	3.0
COc1ccc(NC(=O)Nc2sc(NS(=O)(=O)c3ccccc3)nc2C)cc1
→ 15.0	9.3	1.3	-0.2	-10.2	22.1	-2.1	-3.0	-3.4
CN(C)S(=O)(=O)c1ccc(Cl)c(NC(=O)COC(=O)CN2C(=O)NC(C)(C)C2=O)c1
→ 1.8	-0.2	2.0	0.9	-1.2	-6.7	-0.6	0.9	2.9
COc1ccc(NC(=O)CN2CCN(S(=O)(=O)N(C)C)CC2)cc1
→ 5.0	6.2	-2.2	1.7	0.8	-5.2	-2.0	5.5	-0.9
COC(=O)c1c(C(=O)OC)c(C)n(Cc2cccnc2)c1C
→ 2.2	1.8	1.6	-5.2	6.1	2.2	0.3	1.7	-2.1
c1ccc(CCn2nnc3ccccc32)cc1
→ 11.9	6.4	-1.7	-3.7	-3.1	1.6	1.7	-0.9	-3.3
CCOC(=O)CN(C(=O)COc1nc(-c2ccccc2)cc(C)c1C#N)c1ccc(C)cc1
→ 0.7	1.9	-1.6	-3.2	0.6	9.0	-5.1	-2.2	-4.9
Cc1nc(C)c(-c2csc(N)n2)s1
→ 39.3*	-0.5	-1.0	-11.7	-2.6	-4.8	3.3	-2.2	-1.4
O=C(Nc1ccccc1)c1cccc(=O)o1
→ 7.5	9.6	3.6	-0.2	-2.9	9.4	-0.3	-3.7	0.0
O=C1CSC(=O)N1CC(O)COc1ccc(Cl)cc1 (stereo not drawn)
→ 3.1	-11.0	1.1	-4.9	0.3	-4.9	-5.0	-7.3	2.8
c1ccc(CN2CCN(c3nc(-c4ccccc4)nc(-n4ccnc4)n3)CC2)cc1
→ -9.2	2.3	1.6	-13.1	-4.7	2.1	-6.6	3.2	-8.8
Cc1ccc(F)cc1NC(=O)COC(=O)COc1ccc(C#N)cc1
→ 5.0	1.8	0.4	0.6	2.9	3.8	2.6	1.2	1.8
Cc1ccc(N(C(=O)c2csnn2)C(C(=O)NC(C)(C)C)c2cccnc2)cc1 (stereo not drawn)
→ 15.9	-0.2	2.1	-12.2	1.6	-0.2	2.6	-2.4	-0.1
COc1ccc(NC(=O)C(OC(=O)c2cnc(C)cn2)c2ccccc2)cc1Cl (stereo not drawn)
→ 0.1	4.6	-1.4	-3.6	-6.8	0.5	-3.4	8.4	3.9
Cn1c(Cc2cccs2)nnc1SCc1nc2ccccc2[nH]1
→ 15.1	1.6	3.2	-1.4	-5.3	3.2	-10.9	2.8	-0.8
O=c1[nH][nH]c2cc(=O)n(-c3cccc(C(F)(F)F)c3)nc12
→ 24.6	9.3	-46.4*	37.4*	-1.6	11.7	5.0	3.0	3.8
O=C(O)c1ccccc1C(=O)NCc1cccnc1
→ -0.2	5.7	-2.1	2.1	-3.0	-6.1	4.0	-1.1	-7.5
COc1ccc(S(=O)(=O)N2CCC(C(=O)NCc3ccncc3)CC2)cc1Cl
→ 5.2	1.4	-0.6	2.2	-4.7	3.6	1.2	-4.6	-2.2
CCC(Cc1ccccc1)NC(=O)C1=C(C)C(=O)OC12CCC(C)CC2 (stereo not drawn)
→ -4.6	1.8	2.1	-3.4	-2.7	2.5	-0.1	2.4	-1.7
CCNc1nc(NCC)nc(OCCOC(=O)Nc2ccccc2)n1
→ 1.1	-2.8	0.5	4.9	-0.1	1.7	2.0	-2.2	-1.4
Cc1nn(Cc2ccc(C(=O)NN)cc2)c(C)c1Cl
→ 2.5	1.5	0.2	-3.6	0.6	3.0	-3.2	8.9	-1.0
CN(C(=O)Nc1cnc2ccccc2c1)c1ccccc1
→ 8.0	5.6	-1.1	-0.3	0.5	-0.6	-2.3	-2.7	-1.9
Cc1ccc(C(=O)Nc2ccc(S(=O)(=O)N3CCN(C)CC3)cc2)o1
→ 5.1	12.9	1.7	1.0	0.5	14.8	3.5	9.8	-0.5
COc1ccc(C2c3ccc4ccccc4c3Oc3ncn(CCN(C)C)c(=N)c32)cc1 (stereo not drawn)
→ -4.2	2.6	1.7	4.3	-1.8	4.3	-0.3	-9.2	-0.5
CCCc1nc2sc3c(c2c(=O)n1N)CCC3
→ -0.5	0.7	-1.5	3.0	0.7	1.9	2.4	2.3	-1.5
Cc1nc(C(=O)O)cc2c1[nH]c1ccccc12
→ 3.0	1.7	-12.8	1.7	-1.7	3.5	-2.6	3.8	2.4
Cc1nn(Cc2ccccc2)c2c1C(c1ccncc1)C(C#N)=C(N)O2 (stereo not drawn)
→ -1.4	3.2	4.0	0.8	-4.3	2.6	2.3	-1.3	-5.7
O=C(CS(=O)(=O)Cc1ccccc1)Nc1cccnc1
→ -3.0	4.0	-6.9	1.2	3.2	2.5	2.7	1.5	1.4
COc1ccc(NC(=O)Nc2nnc(-c3ccccc3F)s2)cc1
→ 8.8	4.7	-1.3	-13.4	-4.8	-1.2	-2.0	0.8	-2.6
COc1c(F)c(F)c(C(=O)O)c(Nc2ccccc2)c1F
→ 3.9	1.4	-1.1	3.0	-2.4	0.9	2.4	-6.0	-2.3
O=c1[nH][nH]cc1C=Nc1ccccc1O
→ 31.4	0.6	-6.2	-2.4	-3.1	2.8	5.6	5.3	-2.4
CCOc1ccccc1Nc1ncnc2ccccc12
→ 1.2	-0.4	-1.8	5.2	-6.9	-3.5	-0.1	-6.5	3.5
CC(C)(C)C(=O)OC/C(N)=N/OC(=O)c1ccc(Cl)c(Cl)c1
→ 3.1	5.8	1.7	-2.9	-0.1	4.7	0.5	7.8	-2.8
COc1ccc(NC(C)=O)cc1S(=O)(=O)Nc1ccc2c(c1)OCCO2
→ -15.0	-4.3	0.2	4.7	-1.6	-5.9	1.3	-4.7	-2.3
N#Cc1ccc(OCC(=O)Nc2ccc3[nH]c(=O)[nH]c3c2)cc1
→ -15.8	2.0	0.0	-3.6	-3.0	-5.7	-1.6	3.1	-2.0
CCOc1ccc(NC(=O)C/C(C)=N/NC(=O)Cc2ccc(Cl)cc2)cc1
→ -1.0	5.5	2.3	-6.9	-7.4	7.3	-7.9	1.2	0.8
O=C(COC(=O)C1COc2ccccc2O1)NC1CCS(=O)(=O)C1 (stereo not drawn)
→ -0.7	3.2	0.0	3.3	2.8	-4.4	-0.8	-0.3	-0.6
Cc1csc(NC(=O)c2cccn2C)n1
→ -4.6	0.6	1.6	0.6	0.3	2.9	3.6	-3.2	-3.1
COc1ccc(NC(=S)NNC(=O)c2cccnc2)cc1OC
→ -3.9	4.8	-5.2	1.8	-4.5	2.4	-0.3	4.5	-0.4
COc1ccc(Cn2c(C)nc([N+](=O)[O-])c2SCC(=O)O)cc1[N+](=O)[O-]
→ -15.7	-8.0	0.7	-9.5	-16.8	-4.2	0.0	-2.9	-0.9
O=C(CCc1ccccc1)NCCCN1CCOCC1
→ -3.4	0.9	0.1	-4.3	2.0	2.8	5.1	-1.3	-0.1
COc1cnn(-c2ccccc2)c(=O)c1N(C)C
→ 0.1	-5.6	-1.3	0.1	1.9	-2.1	11.6	0.8	-2.5
NS(=O)(=O)c1ccc(CNC(=O)c2ccc(Cl)cc2[N+](=O)[O-])cc1
→ 4.0	0.8	1.1	-4.9	-5.0	3.0	-5.3	9.3	-1.0
Cc1cc(C(=O)COC(=O)c2ccc(O)cc2)c(C)n1Cc1ccco1
→ -2.5	6.8	-1.9	-6.7	4.6	-8.0	-3.6	7.6	1.1
COc1ccccc1C(=O)Nn1c(C)nc2ccccc2c1=O
→ 6.3	6.9	-2.2	0.0	3.2	3.8	2.4	-3.1	0.0
c1ccc(C2CN3CCSC3=N2)cc1 (stereo not drawn)
→ 5.2	6.0	-0.2	1.4	-3.4	-3.0	1.2	0.3	-4.9
Cc1nc(-c2ccc(F)cc2)c(CC(=O)N2CCN(S(=O)(=O)c3cccc(F)c3)CC2)s1
→ -8.6	-11.0	1.1	4.6	2.0	-12.0	9.7	-6.2	-4.1
Cc1c(Cl)c([N+](=O)[O-])nn1CC(=O)NCCCN1CCOCC1
→ 6.7	-1.6	-1.8	4.8	1.0	0.0	-5.2	-10.8	0.1
CCOc1ccccc1-c1nnc(CS(=O)(=O)c2ccccc2)o1
→ -1.7	-0.1	2.3	-10.8	-6.2	6.9	-2.1	-7.1	-0.9
Cc1cccc(C)c1NC(=O)C1c2cccc[n+]2CC(=O)N1Cc1cccs1 (stereo not drawn)
→ 3.3	15.3	-3.5	4.8	-3.3	12.1	-2.0	13.1	0.4
COc1ccc(-c2csc(C)n2)cc1Br
→ 6.6	4.7	-0.8	-7.4	3.6	-0.4	1.4	-6.4	0.3
CCCCNC(=O)CCCn1c(=O)[nH]c2ccc(Br)cc2c1=O
→ 0.0	4.7	1.4	-9.9	4.9	0.3	7.2	2.0	-2.6
CC1CCC(NC(=O)c2ccc(NC3=NC4CS(=O)(=O)CC4S3)cc2)CC1 (stereo not drawn)
→ 3.3	6.2	-1.2	2.1	-1.9	4.2	0.7	3.5	-3.6
COc1cccc(NC(=O)C2CCCN(S(=O)(=O)c3cccc4cccnc34)C2)c1 (stereo not drawn)
→ 1.1	2.9	-2.5	3.0	-1.0	-0.5	0.0	8.1	-2.0
COC(=O)c1ccc(C(=O)OC)c(NC(=S)N2CCC(C(N)=O)CC2)c1
→ 9.7	10.4	1.3	-8.5	-1.0	0.6	-1.5	2.4	2.8
C=CCN1C(=O)C(=O)N(CC(=O)c2ccc3c(c2)CCCC3)C1=O
→ nt	2.4	nt	0.3	1.3	6.6	nt	2.0	nt
O=c1ccc(-c2ccc(S(=O)(=O)Nc3ccc(F)cc3)o2)n[nH]1
→ -0.1	1.2	-1.5	4.4	1.6	0.4	0.8	13.9	-2.3
CC(=O)c1cccc(NS(C)(=O)=O)c1
→ 6.0	4.1	-0.5	-1.2	-0.8	6.7	4.6	3.1	-2.4

More records:
Values in the order: GSTO1 inh	Bcl-xL primary	MEX-5 binding	PME-1 inh	PAD4 FP inh	MCL1 BIM primary	Fam108B inh	GLD-1 TGE inh	TPT1 inh
CCCC(=O)NC(C)c1nc(-c2ccc(C)cc2)no1 (stereo not drawn)
→ 8.2	-0.7	-0.7	-2.4	5.2	2.1	-4.7	-0.9	-0.5
COc1cccc(-n2c(C)nnc2SCC(=O)Nc2ccccc2N2CCOCC2)c1
→ -1.2	-2.0	3.3	-0.6	-2.0	3.3	5.4	5.8	3.0
CC(C)Cc1nn2c(=O)cc(COc3ccc(NC(=O)c4ccco4)cc3)nc2s1
→ -2.2	0.6	-4.2	-8.6	-4.7	-7.2	-2.8	0.7	-0.1
O=C(O)CCNS(=O)(=O)c1ccc2c(c1)Cc1ccccc1-2
→ 7.3	7.5	-2.8	-3.6	-3.7	2.6	-0.2	12.7	-3.2
O=C(NCCc1ccccc1)C1CCC(CNc2nc(=S)[nH]c3ccccc23)CC1 (stereo not drawn)
→ 1.4	3.6	-1.1	3.2	-5.3	0.9	-19.3	-5.3	-0.6
